Pol eta inh = qHTS for Inhibitors of Polymerase Eta. AID 588591, 2011. Potency, µM (doses to about 114 µM), inactives show at the top dose activity change, negative = inhibition, most hits filed as inhibitors. recombinant Pol eta, fluorescent DNA replication assay. 390,000 tested, 1.2% active; also: % is scaled to controls: 0 for no effect and ±100 for the full control effect
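Pol eta at 10 nM preincubated with compounds 15 min at room temperature; reaction started with fluorescent substrate (50 nM final) and read kinetically at 0 and 10 min.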
POLI inh = qHTS for Inhibitors of Polymerase Iota; Potency, µM (doses to about 115 µM), for inactives: top-dose activity, negative = inhibition, actives largely listed as inhibitors; DNA polymerase iota (Homo sapiens), Q9UNA4; Pol iota fluorescent replication assay, 10 min; 390,000 tested, 1% active
Target sequence (Q9UNA4 whole entry, looked up): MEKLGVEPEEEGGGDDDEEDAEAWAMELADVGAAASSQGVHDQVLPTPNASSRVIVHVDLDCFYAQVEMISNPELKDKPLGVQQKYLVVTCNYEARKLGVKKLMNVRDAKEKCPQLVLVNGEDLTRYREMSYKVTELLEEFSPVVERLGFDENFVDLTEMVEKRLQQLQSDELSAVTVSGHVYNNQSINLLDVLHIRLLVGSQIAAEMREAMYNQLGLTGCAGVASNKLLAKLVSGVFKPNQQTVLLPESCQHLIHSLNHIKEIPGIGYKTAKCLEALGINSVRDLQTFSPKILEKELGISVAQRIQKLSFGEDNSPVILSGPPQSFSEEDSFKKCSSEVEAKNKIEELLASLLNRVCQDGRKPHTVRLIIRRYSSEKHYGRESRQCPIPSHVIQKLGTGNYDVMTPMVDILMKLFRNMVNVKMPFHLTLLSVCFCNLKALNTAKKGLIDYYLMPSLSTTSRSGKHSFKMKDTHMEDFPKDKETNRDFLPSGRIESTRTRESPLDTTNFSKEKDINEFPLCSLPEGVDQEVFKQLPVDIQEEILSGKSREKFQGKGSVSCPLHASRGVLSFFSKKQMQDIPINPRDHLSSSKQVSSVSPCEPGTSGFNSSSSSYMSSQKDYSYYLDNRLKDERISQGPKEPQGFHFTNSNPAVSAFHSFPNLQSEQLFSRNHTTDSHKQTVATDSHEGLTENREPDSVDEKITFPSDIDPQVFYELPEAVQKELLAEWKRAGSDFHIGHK
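Fluorescent replication assay read twice, at 0 min and 10 min after adding 50 nM (final) substrate. Enzyme (10 nM) and compounds were first incubated 15 min at room temperature; enzyme-free buffer wells were negative controls.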
APE1 inh = qHTS Assay for Inhibitors of the Human Apurinic/apyrimidinic Endonuclease 1 (APE1); 350,000 tested, 0.35% active; AID 2517, 2012; Potency, µM (top dose mostly 65.8 µM), inactives show at the highest dose activity change, negative = inhibition, usual class: inhibitors; recombinant APE1, TAMRA/BHQ-2 abasic DNA cleavage fluorescence; DNA repair nuclease/redox regulator APEX1 (Homo sapiens), P27695;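 also: plate controls were vehicle for no effect and reference inhibitor for full effect; nearly all actives have a fitted effect of over 55% in size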
Target sequence (P27695 whole entry, looked up): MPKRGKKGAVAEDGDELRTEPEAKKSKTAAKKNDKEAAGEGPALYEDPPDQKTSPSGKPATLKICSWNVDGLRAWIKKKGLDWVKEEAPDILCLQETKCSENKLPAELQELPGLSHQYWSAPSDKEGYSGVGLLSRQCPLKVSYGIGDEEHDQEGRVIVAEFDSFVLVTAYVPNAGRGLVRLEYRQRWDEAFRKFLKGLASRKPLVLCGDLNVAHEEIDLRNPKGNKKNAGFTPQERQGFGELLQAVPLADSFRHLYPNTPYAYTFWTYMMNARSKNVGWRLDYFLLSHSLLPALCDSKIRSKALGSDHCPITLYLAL
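Quantitative HTS: incision of a TAMRA/BHQ-2 double-stranded substrate bearing a tetrahydrofuran abasic site by 0.75 nM APE1 raises fluorescence. Substrate 50 nM final, added after 15 min compound preincubation at room temperature; progress as third-minus-first kinetic read difference.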
BAZ2B block = qHTS Assay for Inhibitors of BAZ2B | Bromodomain adjacent to zinc finger domain protein 2B (Homo sapiens), Q9UIF8 | AlphaScreen BAZ2B-H3K14Ac peptide displacement | Potency, µM (doses to about 114 µM), for the others: top-dose activity change, negative = inhibition, most hits filed as inhibitors | 360,000 tested, 4.4% active | AID 504333, 2011; also: % is scaled to controls: 0 for no effect and ±100 for the full control effect; nearly all actives have a fitted effect of over 60% in size
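Protein-peptide AlphaScreen: BAZ2B 50 nM, b-H3K14Ac 50 nM, 1x PBS pH 7.4 + 0.01% Tween-20. Preincubation 30 min RT; cpd 30 min RT (top 110 uM); beads 20 min RT, light-protected.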
BLM inh = qHTS Assay for Inhibitors of Bloom's syndrome helicase (BLM); RecQ-like DNA helicase BLM (Homo sapiens), P54132; recombinant BLM DNA unwinding, fluorescence dequenching; Potency, µM (series often up to 56.1 µM), for the others: top-dose activity change, negative = inhibition, actives largely listed as inhibitors; 350,000 tested, 0.2% active; AID 2528, 2010;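 also: plate controls were vehicle for no effect and no enzyme for full effect; nearly all actives have a fitted effect of over 35% in size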
Pol kappa inh = qHTS for Inhibitors of Polymerase Kappa; DNA polymerase kappa (Homo sapiens), Q9UBT6; purified Pol kappa, fluorescent DNA synthesis assay, 10 min; Potency, µM (top dose mostly 107 µM), for the others: at the highest dose activity, negative = inhibition, most hits filed as inhibitors; 400,000 tested, 0.53% active; AID 588579, 2011; also: % is scaled to controls: 0 for no effect and ±100 for the full control effect
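Here, compound and 10 nM enzyme are combined for 15 min at room temperature; adding 50 nM substrate (final) starts DNA synthesis, tracked by fluorescence at 0 and 10 min against buffer-only wells.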
Pol beta inh = qHTS Assay for Inhibitors of DNA Polymerase Beta; 340,000 tested, 1.3% active; Potency, µM (top dose mostly 114 µM), for inactives: at the highest dose activity change, negative = inhibition, usual class: inhibitors; Pol beta primer extension/strand displacement, fluorescence kinetic; P06746; also: % is scaled to controls: 0 for no effect and ±100 for the full control effect
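Pol beta (10 nM) and compounds were preincubated 15 min at room temperature, then 50 nM substrate (final) started primer extension/strand displacement. Reads were taken at 0 and 10 min; concentration-response data were fitted to a four-parameter Hill equation.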
JMJD2A Tudor = qHTS Assay for Inhibitors of JMJD2A-Tudor Domain. Potency, µM (top dose mostly 114 µM), for the others: at the highest dose activity change, negative = inhibition, hits mostly inhibitors. AlphaScreen JMJD2A-Tudor / H3K4me3 peptide binding. 390,000 tested, 4.4% active. AID 504339, 2011; also: % is scaled to controls: 0 for no effect and ±100 for the full control effect; nearly all actives have a fitted effect of over 50% in size
G9a inh = qHTS Assay for Inhibitors of Histone Lysine Methyltransferase G9a | Histone-lysine N-methyltransferase EHMT2 (Homo sapiens), Q96KQ7 | G9a H3K9 monomethylation, AlphaScreen, 2 h | Potency, µM (titrated, usually from 102 µM), inactives show at the top dose activity, negative = inhibition, hits mostly inhibitors | 350,000 tested, 8.8% active | AID 504332, 2011; also: % is scaled to controls: 0 for no effect and ±100 for the full control effect; nearly all actives have a fitted effect of over 75% in size
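Using a bead-based AlphaScreen, monomethylated H3K9 product from 2 h room-temperature reactions (G9a 20 nM, peptide 500 nM, SAM 20 uM) was detected with 0.5 ug/mL rabbit anti-H3K9me1 antibody.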
Numbers without * were called inactive; ? = inconclusive; . = no result given; [ ] = remark or other dose. Calls follow the shape of the dose curve; as a rule, active = well fitted curve in the direction sought with a large enough effect; inconclusive = small, poorly fitted or top-dose-only effect, or another doubt; inactive = no such curve, though single readings can be large; an effect the other way counts as inactive or inconclusive. Potency is read from the fitted curve at half-maximal effect. These rows are one share of the data; rates above refer to the full screens.

Results follow in this order: POLI inh	Pol beta inh	Pol eta inh	BLM inh	Pol kappa inh	APE1 inh	G9a inh	BAZ2B block	JMJD2A Tudor
Fc1ccc(-c2nc3c(-c4ccccc4)cnn3cc2CCN2CCOCC2)cc1
 : 57%[activator]	14%	-23%	-4%	-6%	2%	-11%	-14%	-1%
CCc1nnc(NC(=O)c2ccc(-c3ccc([N+](=O)[O-])cc3Cl)o2)s1
 : 28%	13%	-19%	-13%	0%	2%	-30%	4%	-1%
COCCn1c(SCC(=O)NCCc2ccccc2)nnc1-c1ccco1
 : 13%	24%	-4%	-6%	-18%	9%	45µM*	-1%	-8%
O=C(CN1CCOCC1)NC1C2CC3CC(C2)CC1C3 (stereo unspecified)
 : 0%	28%	-7%	-3%	-5%	1%	-4%[2.33 µM]	7%	-3%
COc1cccc(Cn2c(=O)c(-c3cc(F)cc(F)c3)nc3cnc(N4CCNCC4)nc32)c1
 : .	.	.	-28%	4%[60.1 µM]	-5%	4%[0.501 µM]	.	.
CCn1nnnc1SCC(=O)NNC(=O)C1CCCCC1
 : 2%	-1%	-1%	0%	-13%	13%	-5%[59 µM]	-1%	-18%
Cc1ccc(NC(=O)c2ccc(CSc3ncnc4nc[nH]c34)cc2)c(C)c1
 : -6%	20%	-3%	-3%	11%	-8%	?	-5%	-7%
CC(=O)N(c1ccccc1)C1SC(=O)N(c2ccccc2)C1=O (stereo unspecified)
 : 5%	1%	-9%	-1%	-1%	-5%	-5%[59 µM]	.	6%
COc1c(C)cc(C(=O)C2CCCN(C(=O)c3ccc4[nH]ccc4c3)C2)cc1C (stereo unspecified)
 : -17%	-13%	-10%	-7%	4%	-5%	.	?	-25%
CCc1cccc2c(C(=O)COC(=O)C3=NNC(=O)CC3)c[nH]c12
 : -17%	-1%	2%	-2%	-5%	12%	5%[59 µM]	-36%	-6%
COc1ccc(/C=C/C(=O)OCC(=O)Nc2cccc(S(=O)(=O)NC3=NCCCCC3)c2)cc1
 : 60%[activator]	.	-9%	.	-14%	5%	.	.	-30%
CN(CCc1cnn(C)c1)Cc1cn(C)nc1-c1ccccc1F
 : 110%[activator]	31%	-6%	4%	-1%	17%	.	-2%	5%
Cc1ccc(C(O)CN2C3=NCCN3c3ccccc32)cc1 (stereo unspecified)
 : -4%	27%	-12%	0%	5%	-1%	-41%	7%	2%
CCOC(=O)C1=C(C)NC2=C(C(=O)CCC2)C1c1coc2ccccc2c1=O (stereo unspecified)
 : 24%	36%	4%	-2%	-1%	0%	2%[12.7 µM]	11%	-9%
Fc1ccccc1CNC(=S)Nc1ccc(Cl)cc1
 : -6%	8%	-22%	-6%	-4%	8%	43%[59 µM]	6%	0%

Taken from above:
COc1c(C)cc(C(=O)C2CCCN(C(=O)c3ccc4[nH]ccc4c3)C2)cc1C (stereo unspecified) | JMJD2A Tudor = -25%
CCn1nnnc1SCC(=O)NNC(=O)C1CCCCC1 | G9a inh = -5%[59 µM]
Cc1ccc(NC(=O)c2ccc(CSc3ncnc4nc[nH]c34)cc2)c(C)c1 | BAZ2B block = -5%
Fc1ccc(-c2nc3c(-c4ccccc4)cnn3cc2CCN2CCOCC2)cc1 | Pol beta inh = 14%

The list goes on:
Results follow in this order: POLI inh	Pol beta inh	Pol eta inh	BLM inh	Pol kappa inh	APE1 inh	G9a inh	BAZ2B block	JMJD2A Tudor
Cc1ccc(COc2ccc(S(=O)(=O)N3CCCC3)cc2C(N)=O)cc1
 : 31%[activator]	1%	0%	-1%	-7%	82%[activator]	-8%	-30%	-11%
O=[N+]([O-])c1ccc(N2CCc3ccccc3C2)nc1
 : -18%	3%	2%	-3%	-4%	-13%	22%	-9%	-14%
COCCN(CCOC)c1nc(-c2ccc(C)cc2)nc2ccccc12
 : -3%	10%	-23%	-6%	-3%	-11%	.	49%[activator]	64%[activator]
COc1ccccc1Nc1nc(-c2ccccc2F)nc2ccccc12
 : ?	6%	-1%	-9%	-5%[60.1 µM]	.	109%[activator][59 µM]	105%[activator]	120%[activator]
O=[N+]([O-])c1ccc(NC(=S)NCCc2ccc(F)cc2)cc1
 : -6%	1%	-12%	-6%	-22%	-1%	?	79µM*	?
CCCNC(=O)NC(C)C12CC3CC(CC(C3)C1)C2 (stereo unspecified)
 : 34%[activator]	6%	-12%	2%	-4%[60.1 µM]	-4%	17%	-22%	-12%
O=C(CCCSc1nc2ccccc2[nH]1)N1CCN(c2ccccc2)CC1
 : 18%	1%	3%	6%	-13%	3%	45µM*	-37%	-34%
Cn1c(C(=O)OC(C(=O)NC2CCCCC2)c2ccncc2)cc2sccc21 (stereo unspecified)
 : -9%	?	8%	0%	-9%	1%	2%	-4%	-26%
COc1cccc(C(c2c(C)[nH]n(-c3ccccc3)c2=O)c2c(C)[nH]n(-c3ccccc3)c2=O)c1OC
 : 1.3µM*	-26%	-6%	-4%	-28%	-8%	?	?	?
Cc1ccc(C(=O)NNC(=S)NC(=O)c2ccco2)cc1
 : ?	2%	-10%	-3%	?	1%	?	0%	-11%
CC/C(=N\NS(=O)(=O)c1ccc(C)cc1)c1ccco1
 : 44%[activator]	-12%	-16%	-2%	-22%	12%	?	-37%	-18%
CCC1CCCCN1CCCNC(=O)CCCOc1cc(=O)n(C)c2ccccc12 (stereo unspecified)
 : 2%	2%	-9%	-5%	-1%	-1%	-6%	-16%	-8%
Cc1cnc([N+](=O)[O-])n1CCOC(=O)NC(=O)c1cccc(F)c1
 : 98%[activator]	26%	-15%	2%	2%	-11%	26%	-7%	-7%
CC(=O)c1ccc(-c2ccc(C(=O)NC3CCCCCC3)o2)cc1
 : ?	3%	-9%	-7%	0%	17%	50µM*	-22%	-5%
Cc1ccc(SCc2nnc(NC(=O)c3ccccc3)s2)cc1
 : -7%	-6%	-1%	0%	-16%	0%	17%[12.7 µM]	?	-34%
O=C(Nc1cc2c3c(c1)CC(=O)N3CCC2)c1c(F)cccc1F
 : 36%[activator]	.	-8%	.	-5%	-19%	-39%	9%	-12%
FC(F)(F)c1nc2ncc(Cl)cc2[nH]1
 : 1%[58.9 µM]	-8%	-9%	1%	2%	-2%	6%[59 µM]	1%	-16%
O=C(c1ccco1)N1CCN(Cc2c(F)cccc2Cl)CC1
 : -14%	-1%	-2%	-1%	-2%	14%	7%	-15%	-23%
CN(CCc1ccccc1)C(=O)c1ccc(NC(=O)Cc2ccc(NC(=O)C3CCN(C(=O)C4CCCC4)CC3)cc2)cc1
 : ?	.	-16%	.	2%	.	.	.	-22%
Cc1nn(CC(=O)NCc2cc3ccccc3[nH]2)c(C)c1[N+](=O)[O-]
 : 5%	29%	-19%	5%	-13%	3%	-2%[59 µM]	8%	-13%
COC(=O)c1ccc(NCC(=O)N2CCCCCC2)cc1
 : .	7%	.	-4%	.	0%	55%[activator]	?	.
COc1ccc(OC)c(Nc2nc3ccccc3n3cnnc23)c1
 : 31%[activator]	-5%	?	-3%	4%	-6%	-2%	-4%	-6%[11.4 µM]
CC(C)N(Cc1nc(-c2ccc3c(c2)OCO3)no1)CC1CCC(=O)N1 (stereo unspecified)
 : -2%	11%	-20%	0%	0%	3%	?	-16%	-7%
COc1ccc(C)cc1Nc1nc(C)nc2sc(C)cc12
 : 10%	-8%	-2%	-5%	-3%	3%	-12%	-13%	?
COc1ccc(S(=O)(=O)NN=C2CCCCC2)cc1
 : -22%	27%	-4%	1%	-2%	13%	?	-4%	-1%
Cn1c(NCc2ccccc2)nc2c1c(=O)n(Cc1ccc(Br)cc1)c(=O)n2C
 : -7%	15%	-16%	-12%	-22%	?	?	?	-35%
COc1ccc(Cl)cc1NC(=S)N1CCC(c2ccc(C)cc2)C1 (stereo unspecified)
 : 71%[activator]	30%	-18%	-8%	-11%	?	-43%	8%	-8%
CC(C)Cn1c(CN(Cc2ccccc2)Cc2ccccc2)nc2c1c(=O)n(C)c(=O)n2C
 : 12%	-23%	?	-12%	-5%	-1%	?	-21%	-20%
CCc1cccc(CC)c1NC(=S)NCC(c1cccnc1)N(C)C (stereo unspecified)
 : 14%	-19%	-4%	3%	0%	9%	-11%	12%	-10%
CCCCn1c(N)c(N(CCOC)C(=O)CCCc2nc3ccccc3s2)c(=O)[nH]c1=O
 : 15%	.	-1%	.	2%	7%	-33%	-4%	-1%

POLI inh, what is marked active above.
Results follow in this order: POLI inh	Pol beta inh	Pol eta inh	BLM inh	Pol kappa inh	APE1 inh	G9a inh	BAZ2B block	JMJD2A Tudor
COc1cccc(C(c2c(C)[nH]n(-c3ccccc3)c2=O)c2c(C)[nH]n(-c3ccccc3)c2=O)c1OC
 : 1.3µM*	-26%	-6%	-4%	-28%	-8%	?	?	?

Carrying on:
Results follow in this order: POLI inh	Pol beta inh	Pol eta inh	BLM inh	Pol kappa inh	APE1 inh	G9a inh	BAZ2B block	JMJD2A Tudor
Nc1n[nH]c2cc(=O)n(-c3cccc(C(F)(F)F)c3)nc12
 : ?	0%	-8%	-3%	-7%	-3%	?	-10%	-24%
Cc1ccc(-n2c(SCC(=O)OC(C)C)nnc2-c2cnccn2)cc1
 : 13%	20%	-12%	3%	-15%	-12%	18%	11%	-14%
CN(C)CCCC(C)(O)C(C)(C)c1ccccc1 (stereo unspecified)
 : 11%	26%	1%	1%	-8%	9%	-5%[59 µM]	6%	-10%
CCCCC(=O)Nc1cccc(-c2csc(-c3ccccc3)n2)c1
 : -27%	-13%	-6%	-3%	-13%	-4%	30%	2%	17%
C=CCn1c(C)cc(C(=O)CN2C(=O)c3ccccc3C2=O)c1C
 : 12%	29%	0%	-2%	-6%[60.1 µM]	-1%	39%[12.7 µM]	-35%	-26%
COc1cc(CN2CC(=O)N(c3ccc(C)cc3)C2=S)cc(OC)c1OC
 : 9%	2%	-9%	-6%	-5%	-1%	?	2%	-17%
CCCNC(=O)c1ccccc1NC(=O)c1ccccc1SC
 : -12%	-1%	5%	-1%	-2%	2%	25µM*	-26%	-14%
COc1ccc(OCC(=O)NCCc2c[nH]c3ccccc23)cc1
 : 48%[activator]	-16%	-1%	-12%	-15%	1%	6%	2%	?
